Rat MKP-3 inhibitors – inhibition of rat DUSP6 enzyme activity – biochemical, in vitro, primary screen (AID 425). recombinant MKP-3 phosphatase activity, fluorescence; higher % means a stronger effect. inhibition, % at 20 µM; hits with a dose series show IC50 in µM. actives 0.17% (n = 110,000); in the data active = inhibition above about 50%;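 note: plate controls were vehicle for no effect and reference inhibitor for full effect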
Hsp70 inhibitors – small molecules displacing fluorescent ligand from Hsp70 – biochemical, fluorescence polarization, primary screen (AID 583) | Hsp70 fluorescence polarization probe displacement, mP; higher % means a stronger effect | actives 0.06% (n = 140,000) | displacement, % at 20 µM; hits with a dose series show IC50 in µM; in the data active = displacement above about 50%;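 note: plate controls were vehicle for no effect and reference ligand for full effect; a part of the inactive calls stands beside numbers as strong as those of hits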
Numbers without * were called inactive; · = no result given; & = joins results of further samples. The list is partial. The share of hits here may be higher or lower than overall.

Every second line gives: Hsp70 inhibitors, Rat MKP-3 inhibitors
- O=S(=O)(NCc1cccnc1)c1cccs1
  6.7%, 10%
- O=c1[nH]cc(NN=c2c(=O)c3ccccc3c2=O)c(=O)[nH]1
  1.9%, -1%
- COc1ccccc1-c1nc(C#N)c(N2CCN(c3ccccc3)CC2)o1
  2.0%, 7%
- CCCC12C(=O)C(C)(C(c3ccccc3)=C1c1ccccc1)C1C(=O)N(c3cccc(Br)c3)C(=O)C12 (stereo not drawn)
  0.2%, -3%
- CCN(CC)CCSc1nc2sc3c(c2c(=O)n1-c1ccccc1)CC(C)(C)OC3
  1.8%, -2%
- O=S(=O)(Nc1ccc2c(c1)OCO2)c1cccs1
  -3.6%, -1%
- O=C(O)C1(NS(=O)(=O)c2ccc(F)c(Cl)c2)CCCCC1
  1.0%, -11%
- CC(C)NC(=O)c1cnn2c1NC(c1ccc(Br)cc1)CC2C(F)(F)F (stereo not drawn)
  3.8%, -2%
- CCCS(=O)(=O)c1c(S(=O)(=O)CCC)c2cc(-c3ccncc3)ccn2c1C(=O)c1ccc(OC)cc1
  3.8%, 0%
- CCOC(=O)C1CCCN(C(=O)Cn2cnc3c2c(=O)n(C)c(=O)n3C)C1 (stereo not drawn)
  -3.1%, -4%
- O=C(Cc1ccccc1)Nc1cccc(-c2nnc(-c3cccc(NC(=O)Cc4ccccc4)c3)o2)c1
  2.0%, 1%
- CN1C(=O)NC(c2ccccc2)C2=C1CN(Cc1ccco1)C2=O (stereo not drawn)
  5.3%, -2%
- CCOC(=O)C(Oc1cc2oc(=O)c3c(c2cc1Cl)CCCC3)c1ccccc1 (stereo not drawn)
  5.5%, 2%
- N#C/C(=C\c1ccc(Cl)cc1Cl)c1nc(-c2ccc(Br)cc2)cs1
  -1.1%, 3%
- COC(=O)c1ccc(CSc2ncnc3c2oc2ccccc23)o1
  2.0%, -4%
- CC1(C)CC(=NNC(=O)c2ccc(Br)o2)CC(C)(C)N1
  -1.9%, 3%
- COC(=O)CCC(=O)c1oc2ccc(Br)cc2c1N
  3.7%, ·
- Cc1cc(C(=O)CC#N)c(C)n1-c1ccc(OC(F)F)cc1
  4.7%, -6%
- Cc1c(N=Cc2ccco2)c(=O)n(-c2ccccc2)n1C
  3.4%, -8%
- COc1cccc(NS(=O)(=O)c2nc3nc(C)cc(C)n3n2)c1
  1.5%, 0%
- Nc1ccc2nc(SCC(=O)Nc3ccc4nc(SCC(=O)NC5CC5)sc4c3)sc2c1
  2.4%, -2%
- Cc1nc(-c2ccccc2)nc(N/N=C/c2ccc(N(C)C)cc2)c1C
  0.4%, -2%
- CCN(CC)CCCCCCOc1ccccc1C(C)(C)C
  -0.7%, -2%
- COc1ccc(C(=O)NC(=S)Nc2ccccc2Cl)cc1
  -1.8%, -1%
- COC(=O)C1=C(C)NC(=O)CC1c1ccccc1 (stereo not drawn)
  4.1%&5.4%, -1%
- O=C1CN(C(=O)COC(=O)Cc2ccsc2)c2ccccc2N1
  -2.0%, -9%
- Cc1ccsc1-c1nc(CSCC(=O)NCc2ccc3c(c2)OCO3)c(C)o1
  3.0%, -12%
- O=C(NCCNC(=O)C1CC2CCC1C2)C1CC2CCC1C2 (stereo not drawn)
  -2.8%, -10%
- O=C(Cc1ccccc1)Nc1c2c(nn1-c1cccc(Cl)c1)CS(=O)(=O)C2
  -5.4%, 4%
- CN(C)c1nc(Nc2ccccc2)nc(Oc2ccc(=O)[nH]n2)n1
  1.7%, 0%
- O=C1C(=O)N(c2cccc([N+](=O)[O-])c2)C(c2ccc(F)cc2)/C1=C(/O)c1ccccc1 (stereo not drawn)
  -1.2%, 0%
- O=c1[nH]c(SCc2ccc(F)cc2)nc2c1cnn2-c1ccc(F)cc1
  -1.0%, -2%
- Cc1nc(NC(=O)c2ccccc2)sc1-c1csc(NCc2ccco2)n1
  -2.1%, 4%
- CN(C)S(=O)(=O)c1ccc(C(=O)Oc2ccccc2)cc1
  -0.1%, -5%
- O=C1/C(=C/c2cn(Cc3ccccc3Cl)c3ccccc23)Sc2ccccc21
  -1.3%, 1%
- NC(=O)c1ccc(NC(=S)Nc2ccc(F)cc2)cc1
  -2.7%, 4%
- Cc1ccc(-c2nnn(CC(=O)NCC3COCCO3)n2)o1 (stereo not drawn)
  -5.4%, -7%
- CCCCCCN1C(=O)C(O)=C(C(C)=O)C1c1ccc(Cl)cc1 (stereo not drawn)
  -0.2%, -14%
- O=C(c1ccccc1)c1ccc(CN2C(=O)c3ccccc3C2=O)o1
  3.1%, -7%
- Cc1ccc(Sc2ccc(/C=C3/SC(=S)N(C)C3=O)o2)cc1
  -18%, -1%
- O=C(CCC1CCCC1)N1CCN(S(=O)(=O)c2ccccc2)CC1
  -3.3%, 3%
- CCSc1nnc(NC(=O)NCC(F)(F)F)s1
  -0.8%, -1%
- O=C(CP(=O)(CO)CO)c1ccc(Cl)cc1
  -3.4%, -6%
- Cc1cc2cc(C(c3nnnn3C3CCCC3)N(Cc3cccnc3)Cc3ccco3)c(=O)[nH]c2cc1C (stereo not drawn)
  -0.2%, ·
- CCOC(=O)c1c(N)sc(C(=O)N(C)Cc2ccccc2)c1C
  -2.0%, 2%
- CCOc1ccc(N(CC(=O)NCCCOC)S(=O)(=O)c2ccc(SC)cc2)cc1
  -0.5%, 1%
- Nc1n[nH]c(N)c1N=Nc1ccccc1F
  3.9%, 0%
- Cc1cccc(OCC2=N/C(=C\N(C)C)C(=O)O2)c1
  -3.7%&-0.9%, -1%&2%
- CSc1ccc(-c2cc(=O)c3ccccc3o2)cc1
  -3.9%, 1%
- COc1ccc(-n2c(C)c([N+](=O)[O-])c3ccc(O)c(CN(CCO)CCO)c32)cc1
  -1.5%, -1%
- CC(=O)c1c(COC(=O)c2cccnc2)nc2ccccc2[n+]1[O-]
  2.6%, 0%
- CC1Cc2ccccc2N1C(=O)c1ccc(N2CCCCC2)c([N+](=O)[O-])c1 (stereo not drawn)
  -3.1%, 7%
- CS(=O)(=O)N(CC(=O)N1CCCCCC1)c1cccc(Br)c1
  3.2%, -4%
- O=C(O)CN1C(=O)/C(=C\c2ccccc2OCc2ccccc2)SC1=S
  2.8%, -7%
- COc1ccc(Cl)cc1C(=O)Nc1ccc(Cl)cc1
  -4.8%, 2%
- COCCNC(=O)CN(c1cccc([N+](=O)[O-])c1)S(=O)(=O)c1ccccc1
  -0.8%, -1%
- CCOc1ccc(-n2c(SCC(=O)Nc3nccs3)nc3c(c2=O)SCC3)cc1
  9.0%, 6%
- COc1ccc(S(=O)(=O)N2CCN(S(C)(=O)=O)CC2)cc1
  -2.7%, 4%
- CCOCCCNC(=O)C(C)NS(=O)(=O)c1ccc(C)cc1 (stereo not drawn)
  8.4%, -13%
- CCOc1ccc(S(=O)(=O)N(CC(=O)Nc2ccc(OC)cc2OC)c2ccc(C)cc2)cc1
  3.9%, -1%

(further entries)
Every second line gives: Hsp70 inhibitors, Rat MKP-3 inhibitors
- O=C(Cn1cnc2c(nnn2Cc2ccccc2)c1=O)NCc1ccco1
  1.8%, -5%
- O=C(O)C/C=C1/Nc2ccc([N+](=O)[O-])cc2OC1=O
  20%, 2%
- CCc1nnc(NC(=O)CCC(=O)O)s1
  -0.2%, -3%
- COc1ccc(NC(=O)CN2CCC(C(N)=O)(N3CCCCC3)CC2)cc1
  6.0%, ·
- O=C(CCC(=O)N(Cc1ccco1)C(C(=O)NC1CCCC1)c1ccncc1)Nc1cccnc1 (stereo not drawn)
  -2.0%, -8%
- O=C(O)C1C2CCC(C2)C1C(=O)NCc1ccco1 (stereo not drawn)
  -0.2%, -11%
- COc1ncnc2c1oc1nc(C(C)C)c3c(c12)CC(C)(C)OC3
  -5.1%, -1%
- Cc1nc2c(cnn2-c2ccc(Cl)cc2)c(=O)n1-c1ccc2c(c1)OCCO2
  1.7%, 8%
- CCCOc1ccc(/C=N/N2CCN(Cc3cccc4ccccc34)CC2)cc1
  6.3%, -5%
- CC(=O)Nc1nc(=S)n(-c2ccccc2)[nH]1
  7.4%, 1%
- O=C1c2ccccc2C(=O)C12Cc1ccccc1N1CCN(c3ccccc3)CC12 (stereo not drawn)
  -0.5%, -6%
- CCN(CC)S(=O)(=O)c1ccc(-c2nnc(SCC(=O)Nc3nnc(C)s3)n2CC)cc1
  -0.6%, ·
- COc1cc(C(=O)Nc2ccc(C(C)C)cc2)c([N+](=O)[O-])cc1OC
  -1.7%, -2%
- O=c1c2ccccc2ncn1-c1ccc(Cl)c(Cl)c1
  6.3%, ·
- Clc1ccc(Cc2noc(CN3CCN(c4ccccc4)CC3)n2)c(Cl)c1
  -1.0%, 1%
- COc1ccccc1NC(=O)CNS(=O)(=O)c1ccccc1
  1.3%, 2%
- Cc1cc(C)nc(N(C#N)CC(=O)N2CCC(C(N)=O)CC2)n1
  4.4%, 5%
- COc1ccccc1N1CCN(CC(=O)Nc2ccc(Cl)c(C(F)(F)F)c2)CC1
  -1.3%, ·
- COc1cc(/C=N/NC(=O)/C(=C\C=C\c2ccccc2)NC(=O)c2ccccc2)cc(OC)c1O
  0.4%, 0%
- COc1ccc(C(=O)/C=C/c2cn(Cc3ccccc3)c3ccccc23)cc1
  -0.6%, 3%
- NCCCCCc1nnc(SCc2ccccc2Cl)o1
  -1.6%, -6%
- COCCN(C(=O)Nc1ccccc1)c1ccccc1
  2.8%, ·
- Cc1c(NC(=S)NC(=O)/C=C/c2ccccc2)cccc1-c1nc2ncccc2o1
  -1.2%, 19%
- COc1ccc(CCC(=O)N2CC(C)OC(C)C2)cc1 (stereo not drawn)
  -4.2%, -2%
- COCCNC(=O)c1c(N)sc2c1CCCC2
  -38%, -10%
- COc1ccc(S(=O)(=O)Cc2ccccc2)cc1N
  4.8%, -7%
- CCOC(=O)c1cnc2c(-c3ccccc3)c(C)nn2c1N
  -1.7%, -8%
- O=C(CSc1ncnc2c1cnn2-c1ccccc1Cl)N1CCN(C(=O)c2ccco2)CC1
  0.0%, -16%
- CCN1CCN(Cc2cc(=O)oc3cc(C)cc(C)c23)CC1
  7.0%, 2%
- CSc1ccccc1C(=O)NCCc1ccc(S(=O)(=O)N2CCCCC2)cc1
  1.6%, ·
- CN(C)C(=O)N1CCC(C(=O)NCc2ccc(F)cc2Cl)CC1
  1.9%, 2%
- O=C(NN1C(=O)/C(=C/c2ccccc2)SC1=S)c1cccc(Cl)c1
  -4.2%, 2%
- O=C(c1cc2n(n1)C(C(F)(F)F)CC(c1ccc(Cl)cc1)N2)N1CCCC1 (stereo not drawn)
  2.3%, 5%
- COc1cc(/C=C2/C(=N)N3C=CSC3=NC2=O)ccc1OCCCOc1cc(C)ccc1C
  -1.0%, ·
- O=C(CSC1=NCCS1)NCc1ccco1
  3.3%&-3.6%, -5%&5%
- COc1ccc(C(CNC(=O)CN2C(=O)NC3(CC(C)CC(C)(C)C3)C2=O)N2CCOCC2)cc1 (stereo not drawn)
  0.3%, -10%
- CCOc1ccc(C(=O)c2ccc(Cl)cc2)cc1OCC
  0.4%, -1%
- COc1ccc(N2C(=O)C3C4CC(=O)C(c5ccccc54)C3C2=O)cc1 (stereo not drawn)
  -1.1%, -3%
- CCOC(=O)C1C(=O)CC(C)(O)C(C(=O)OCC)C1c1ccc(OCC)cc1 (stereo not drawn)
  -1.1%&9.8%, -2%&0%

Part of the list above, in CSV form.
Molecule,Hsp70 inhibitors,Rat MKP-3 inhibitors
COc1ccc(C(=O)/C=C/c2cn(Cc3ccccc3)c3ccccc23)cc1,-0.6%,3%
NCCCCCc1nnc(SCc2ccccc2Cl)o1,-1.6%,-6%
COCCN(C(=O)Nc1ccccc1)c1ccccc1,2.8%,·
Cc1c(NC(=S)NC(=O)/C=C/c2ccccc2)cccc1-c1nc2ncccc2o1,-1.2%,19%
COc1ccc(CCC(=O)N2CC(C)OC(C)C2)cc1 (stereo not drawn),-4.2%,-2%
COCCNC(=O)c1c(N)sc2c1CCCC2,-38%,-10%
COc1ccc(S(=O)(=O)Cc2ccccc2)cc1N,4.8%,-7%
CCOC(=O)c1cnc2c(-c3ccccc3)c(C)nn2c1N,-1.7%,-8%
O=C(CSc1ncnc2c1cnn2-c1ccccc1Cl)N1CCN(C(=O)c2ccco2)CC1,0.0%,-16%
CCN1CCN(Cc2cc(=O)oc3cc(C)cc(C)c23)CC1,7.0%,2%
CSc1ccccc1C(=O)NCCc1ccc(S(=O)(=O)N2CCCCC2)cc1,1.6%,·
CN(C)C(=O)N1CCC(C(=O)NCc2ccc(F)cc2Cl)CC1,1.9%,2%
O=C(NN1C(=O)/C(=C/c2ccccc2)SC1=S)c1cccc(Cl)c1,-4.2%,2%
O=C(c1cc2n(n1)C(C(F)(F)F)CC(c1ccc(Cl)cc1)N2)N1CCCC1 (stereo not drawn),2.3%,5%
COc1cc(/C=C2/C(=N)N3C=CSC3=NC2=O)ccc1OCCCOc1cc(C)ccc1C,-1.0%,·
O=C(CSC1=NCCS1)NCc1ccco1,3.3%&-3.6%,-5%&5%
COc1ccc(C(CNC(=O)CN2C(=O)NC3(CC(C)CC(C)(C)C3)C2=O)N2CCOCC2)cc1 (stereo not drawn),0.3%,-10%
CCOc1ccc(C(=O)c2ccc(Cl)cc2)cc1OCC,0.4%,-1%
COc1ccc(N2C(=O)C3C4CC(=O)C(c5ccccc54)C3C2=O)cc1 (stereo not drawn),-1.1%,-3%
CCOC(=O)C1C(=O)CC(C)(O)C(C(=O)OCC)C1c1ccc(OCC)cc1 (stereo not drawn),-1.1%&9.8%,-2%&0%
